Screens: PubChem, National Center for Advancing Translational Sciences (NCATS)
HCV inh = inhibitors of hepatitis C virus infection. Potency, µM (highest dose often 41.8 µM), without a hit: at the highest dose activity change, negative = inhibition, usual class: inhibitors. AID 651820. Huh7.5.1 HCVcc-Cre infection, luciferase reporter, 44 h. 340,000 compounds, 3.4% hits; further: potency means the concentration at half of the fitted maximal effect; on the % scale 0 is the no-effect control and ±100 the full control effect
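A cell-based infection assay in which seeded cells (1,000 per well) receive test compound after 4 h, are inoculated with HCVcc-Cre at approximately 0.5 moi, and are incubated 44 h before luminescence detection.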
Pf growth 96h = P. falciparum growth inhibition at 96 hours; P. falciparum luciferase reporter growth, 96 h; Potency, µM (top dose mostly 28.7 µM), for the others: top-dose activity change, negative = inhibition, most hits filed as inhibitors; 320,000 compounds, 6.9% hits; AID 504834; further: potency means the concentration at half of the fitted maximal effect; on the % scale 0 is the no-effect control and ±100 the full control effect
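P. falciparum expressing integrated firefly luciferase, in erythrocytes at 2% hematocrit, 0.05% parasitemia, incubated with compounds 96 h at 37 C, 5% CO2. Growth inhibition read as loss of luminescence; two-generation exposure targets delayed-death apicoplast inhibitors.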
Pf growth 48h = P. falciparum growth inhibition at 48 hours (one generation); P. falciparum luciferase growth in erythrocytes, 48 h; Potency, µM (titrated, usually from 28.7 µM), inactives show at the top dose activity change, negative = inhibition, actives largely listed as inhibitors; 310,000 compounds, 5.9% hits; further: potency means the concentration at half of the fitted maximal effect; on the % scale 0 is the no-effect control and ±100 the full control effect
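Growth was read as firefly luciferase luminescence after a 48 h, 37 C, 5% CO2 exposure of compounds to reporter-bearing P. falciparum cultures (0.1% parasitemia, 2% hematocrit final) in Albumax-supplemented RPMI 1640.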
Giardia FBPA inh = inhibitors of Giardia lamblia fructose-1,6-bisphosphate aldolase. A8B2U2. purified Giardia FBPA. Potency, µM (doses to about 59.6 µM), for the others: top-dose activity, negative = inhibition, hits mostly inhibitors. 290,000 compounds, 0.71% hits. AID 2451; further: potency means the concentration at half of the fitted maximal effect; on the % scale 0 is the no-effect control and ±100 the full control effect; nearly all actives have a fitted effect of over 55% in size
Target sequence (A8B2U2 whole entry, looked up): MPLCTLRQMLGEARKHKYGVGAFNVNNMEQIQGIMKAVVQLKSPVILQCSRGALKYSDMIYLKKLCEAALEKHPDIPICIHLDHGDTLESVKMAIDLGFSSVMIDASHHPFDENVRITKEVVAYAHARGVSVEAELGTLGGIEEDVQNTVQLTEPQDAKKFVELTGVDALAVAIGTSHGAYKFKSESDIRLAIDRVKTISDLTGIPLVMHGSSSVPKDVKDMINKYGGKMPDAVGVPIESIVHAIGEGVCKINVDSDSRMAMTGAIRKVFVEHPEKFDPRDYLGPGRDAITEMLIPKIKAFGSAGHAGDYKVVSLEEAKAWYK
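40 nM FBPA preincubated 10 min at RT with compound (up to 57.5 uM final), then substrate plus GAPDH/TPI/NAD/arsenate coupling and diaphorase/resazurin added. Fluorescence read after 20 min at RT, 525/598 nm.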
CHX counter = counter-screen for Shiga toxin inhibitors: cycloheximide protein synthesis inhibition; cell reporter, cycloheximide protein synthesis inhibition counterscreen; 300,000 compounds, 12% hits; AID 2314; max response, %; in the data active means max response mostly above about 13%, no sharp cut-off; inactive means mostly below about 14%; further: read at 38.3 µM for the half of the compounds with a filed dose; 0% is about no effect
Shiga inhibitor = inhibitors of Shiga toxin in Vero cells. Vero cells, Shiga toxin protein synthesis inhibition reporter. inhibition, % at 38.7 µM. 290,000 compounds, 9.2% hits; in the data active means inhibition mostly above about 28%, no sharp cut-off; inactive means mostly below about 43%; further: 0% is about no effect
The depositor's hits bear a star; ? = inconclusive; nt = no result given; & = joins results of further samples; [ ] = another dose, or the depositor's remark. Unless noted, the call rests on the fitted dose curve; in most records, active means well fitted curve in the direction sought with a large enough effect; inconclusive means small, poorly fitted or top-dose-only effect, or another doubt; inactive means no such curve, though single readings can be large; an effect the other way counts as inactive or inconclusive.

SMILES	HCV inh	Pf growth 96h	Pf growth 48h	Giardia FBPA inh	CHX counter	Shiga inhibitor
O=C1CSC(c2ccc(F)c(F)c2)N1c1ccccc1F (configuration not stated)	19%	?	17%	2%	-2	-8
CC(O)c1cc2c(cc1NC(=O)c1cnn3c1NC(c1ccco1)CC3C(F)(F)F)OCO2 (configuration not stated)	?	nt	7%	2%	-3	-8
Cn1c(SCC(=O)O)nc2ccccc2c1=O	9%	?	18%	10%	-3	-12
CCOC(=O)c1cc(C(=O)OCC)c(=O)[nH]c1C	12%	-27%	-3%	3%	-4	-2
Cc1ccc(N(CC(=O)Nc2ccc(S(=O)(=O)N3CCOCC3)cc2)S(C)(=O)=O)cc1C	-12%	-23%	?	1%	-9	5
N#C/C(=C(/O)c1ccc(Cl)cc1)c1nc2ccccc2[nH]1	6%	10%	23%	5%	-4	-6
COc1cc2c3c(c1OC)-c1cc(O)ccc1CC3NCC2 (configuration not stated)	-16%	38%	-12%	-4%	6	33
COC(=O)c1ccc(OC(=O)CCc2cc(OC)c(OC)c(OC)c2)cc1	14%	-7%	42%[activator]	12%	-1	-16
COCCN1Cc2cc(=O)n3c([nH]c4ccccc43)c2C1=N	-9%	?	?	-18%	22*	39
Cc1ccc(C)n1-c1ncn[nH]1	4%	nt	-1%	2%	-4	-8
O=C(Cn1cnc2cc([N+](=O)[O-])ccc2c1=O)Nc1ccc(Br)cc1	-18%	57%[activator]	26%	1%	-2	5
CCN(CC)S(=O)(=O)c1cccc(C(=O)NC(C(=O)Nc2nnc(C3CC3)s2)C(C)C)c1 (configuration not stated)	-20%	8.3µM*	?	1%	7	3
COCCCNC(=O)/C=C1\Sc2ccccc2N(Cc2ccccc2F)C1=O	-21%	-11%	43%[activator]	2%	32*	44
CC(C)CCNC(=O)C(=O)Nc1cc2c3c(c1)CCC(=O)N3CCC2	-18%	?	-5%	-7%	-1	-8
COc1ccc(NC(=O)CCCN2C(=O)CCC2=O)cc1Cl	7%	7%	24%	3%	8	14
Cc1sc2ncnc(N3CCC(C(=O)Nc4cc(S(C)(=O)=O)ccc4Cl)CC3)c2c1C	?	?	9.3µM*	nt	nt	nt
O=C(COc1ccc(Cl)cc1)NC1CCSC1=O (configuration not stated)	21%	13%	23%	3%	19*	53*
CC(Oc1ccc(F)cc1)C(=O)Nc1cc(S(=O)(=O)N2CCCCC2)ccc1N1CCOCC1 (configuration not stated)	?	9.3µM*	8.3µM*	nt	nt	nt
CN(CC(=O)Nc1ccccc1Cl)C(=O)COC(=O)/C=C/c1cccc(C(F)(F)F)c1	1%	-26%	?	nt	nt	nt
Cc1cccc(C(=O)Nc2cccc(S(=O)(=O)NCc3ccco3)c2)c1	-27%	-10%	-28%	nt	nt	nt
CC(C)(C)C(=O)Nc1nnc(Cc2ccccc2)s1	6%	54%[activator]	-14%	0%	18	3
CC1CCCN(C(=O)COC(=O)c2cccc(NS(=O)(=O)c3ccccc3)c2)C1 (configuration not stated)	7%	18%	4%	nt	nt	nt
CN(Cc1c(C(=O)N/N=C/c2ccc(O)cc2)nnn1-c1nonc1N)c1ccccc1	1%	-10%	13%	nt	-6	-1
CCc1ccc(-c2nc(CN3CCC(C(=O)NCc4ccccc4OC)CC3)c(C)o2)cc1	10µM*	-27%	?	9%	16	19
CN1CCN(c2ccc(S(=O)(=O)N3CCCCC3)cc2NC(=O)Cc2c(F)cccc2Cl)CC1	4%[8.37 µM]	?	?	nt	nt	nt
c1ccc(CN2CN=C(Nc3nc4ccccc4s3)NC2)cc1	9%	56%	nt	0%	6	-14
CCOc1ccc(Oc2ccc(NC(=O)[C@@H](NC(N)=O)[C@@H](C)CC)cc2)cc1	?	19%	4%	0%	4	28
O=C1NC(c2ccccc2)=C(c2nc3ccccc3s2)C(c2ccc(O)cc2)N1 (configuration not stated)	nt	7.4µM*	2.1µM*	-1%	7	-9
CCn1nc(NC(=O)c2ccco2)c2cc3ccccc3nc21	?	9.3µM*	nt	-6%	0	0
O=C1CSC(c2ccccn2)N1c1cccc(Cl)c1 (configuration not stated)	16%	?	-11%	-4%	-2	32
COCCCNc1oc(COc2ccc(Cl)cc2Cl)nc1C#N	-9%	13µM*	nt	-1%	1	-7
CCSc1nnc(-c2ccc(Cl)cc2)c2ccccc12	-24%	0.093µM*	?	1%	-4	-16
O=C(CSc1nnc(-c2ccc(S(=O)(=O)N3CCCC3)cc2)o1)NCc1ccccc1	13%	6%	?	-8%	-1	25
CCn1c(NCc2cc(OC)ccc2OC)nc2ccccc21	?	-19%	?	6%	30*	69*
COc1ccc(-c2cc(C(=O)N/N=C/c3ccc(OC)c(COCC(F)(F)C(F)F)c3)c3ccccc3n2)c(OC)c1	?	6.6µM*	1.5µM*	1%	4	-4
COC(=O)C(NC(=O)c1ccc(C)cc1)(Nc1cccc(C)n1)C(F)(F)F (configuration not stated)	26%	-7%	?	0%	-1	7
CCc1cc2c(COC(=O)c3c(C)noc3C)cc(=O)oc2cc1O	?	?	?	8%	-2	-13
O=C(NCC(c1ccco1)N1CCc2ccccc2C1)c1ccccc1Cl (configuration not stated)	-12%	-5%	-23%	nt	nt	nt
COc1ccccc1NC(=O)NCCN1CCN(C(=O)Nc2ccccc2OC)CC1	-8%	0%	-6%	4%	-8	-4
O=C(O)/C=C/C(=O)Nc1ccccc1C(=O)Nc1ccccc1	6%	44%[activator]	?	12%	20	33

Entries of single compounds as entered above. Order of screens: HCV inh, Pf growth 96h, Pf growth 48h, Giardia FBPA inh, CHX counter, Shiga inhibitor
Listed for CC(C)(C)C(=O)Nc1nnc(Cc2ccccc2)s1 : 6%, 54%[activator], -14%, 0%, 18, 3
Listed for CCn1c(NCc2cc(OC)ccc2OC)nc2ccccc21 : ?, -19%, ?, 6%, 30*, 69*
Listed for COc1ccccc1NC(=O)NCCN1CCN(C(=O)Nc2ccccc2OC)CC1 : -8%, 0%, -6%, 4%, -8, -4

More structures follow.
SMILES	HCV inh	Pf growth 96h	Pf growth 48h	Giardia FBPA inh	CHX counter	Shiga inhibitor
COc1ccc(CC(=O)OCC(=O)N2CCCc3ccccc32)cc1	-5%	3%	-8%	nt	nt	nt
Oc1c(Cl)cc(Cl)cc1/C=N/c1nccs1	-21%	nt	6%	?	-3	-3
c1ccc(-c2nccnc2-c2ccccc2)cc1	-3%	90%[activator]	?	-1%	13	2
CN(C)CCNC(=O)c1c(O)c2c([nH]c1=O)CCCC2	10%	20%[5.75 µM]	4%	18%	-1	-9
O=C(NCCN1CCOCC1)c1cc(-c2ccco2)on1	-25%	101%[activator]	39%[activator]	0%	11	31*
COc1ccc(S(=O)(=O)Oc2c(OC)cc(C(=S)N3CCOCC3)cc2OC)cc1	11%	?	-11%	6%	2	-12
O=C(Nc1ccc(C(=O)N2CCCC2)cc1)c1ccc(F)cc1Cl	14%	46%[activator]	-1%	5%	11	13
NC(=O)N/N=C/c1c(F)cccc1F	10%	23%	7%	3%	0	-13
COCCCNc1nc2nonc2nc1N1C[C@H]2CC[C@H]1C2	-3%	?	-17%	13%	2	-2
CC(C(=O)Nc1ccc(S(=O)(=O)N2CCOCC2)cc1)N1C(=O)C2CC=CCC2C1=O (configuration not stated)	16%	-11%	31%	13%	-5	-8
COc1ccc(CC(=O)Nc2cc(S(=O)(=O)N3CCCC3)ccc2Cl)c(OC)c1	?	15µM*	?	nt	nt	nt
COC(=O)c1c(NS(=O)(=O)Cc2ccccc2)sc2c1CCCC2	-1%	-13%	nt	6%	-4	-4
CCN1C[C@]2(C)CC[C@H](OC)[C@]34C2[C@H](OC(C)=O)[C@@]2(OCO[C@@]25C[C@H](OC)[C@H]2C[C@]3(O)C5[C@H]2OC)[C@@H]14	6%	9%	2%	-1%	-3	-3
O=C(CSc1nc2c([nH]c3ccccc32)c(=O)n1-c1ccccc1)NCC1CCCO1 (configuration not stated)	-10%	-69%	-9%	3%	-1	-15
COc1ccc(NC(=O)CSc2nc3c(c(=O)n2-c2ccc(F)cc2)SCC3)c(OC)c1	?	nt	?	0%	-1	-7
O=C(NC1CCCCC1)C1(c2ccccc2)CC1(Cl)Cl (configuration not stated)	-2%	14%	-9%	6%	-1	3
CCCCn1c(O)c(C(CC)=NCCN2CCCCC2)c(=O)[nH]c1=O	-9%	?	?	-13%	-4	23
CC(C)NC(=O)C(=O)NCCN1CCN(C(=O)c2ccc(C(C)(C)C)cc2)CC1	21%	78%[activator]	-3%	2%	-2	1
CC1(CCc2ccccc2)NC(=O)N(CC(=O)Nc2ccc3c(c2)OCCO3)C1=O (configuration not stated)	-5%	3%	-20%	7%	6	-5
CS(=O)(=O)N1CCc2cc(C(=O)N3CCN(c4cccc(Cl)c4)CC3)ccc21	-30%	2%	-3%	nt	-2	-4
COC(=O)c1[nH]c2c(c1C(=O)OC)CCc1ccccc1-2	?	-16%	?	-2%	3	-4
COc1ccc(/C(C)=N/NC(=O)CNC(=O)Cc2ccccc2)c(OC)c1	-12%	54%[activator]	-10%	-1%	1	-5
COc1ccc(-n2c(C)nc3c(cnn3-c3ccc(C)c(C)c3)c2=O)cc1	9%	10µM*	nt	-7%	1	-1
COc1ccc(/C=C(/NC(C)=O)C(=O)O)cc1	22%	-10%	-9%	4%	-2	29
O=C1c2ccccc2NC(c2ccccc2)N1CCCN1CCOCC1 (configuration not stated)	12%	?	-15%	0%	1	-10
COc1cccc(-c2ncc3ccccc3c2COC(=O)N(C)C)c1	?	?	-6%	nt	nt	nt
O=C(NNc1c2ccccc2nc2ccccc12)c1ccccc1O	8.9µM*	10µM*	?	-6%	25*	27
NNc1nc(-c2ccccc2)cs1	-11%	?	36%[activator]	?	34*	93
CN(Cc1ccccc1)C(=O)c1ccc(Cl)c([N+](=O)[O-])c1	24%	6%	-5%	0%	-1	-4
C=Cn1cc[n+](CC(=O)c2ccc(OC)c(OC)c2)c1	7%	-7%	?	2%	-2	-8
O=C(c1ccncc1)N1CCN(c2ccc(F)cc2)CC1	10%	nt	2%	5%	-4	-6
CC1CN(CCCOc2ccc([N+](=O)[O-])cc2)CC(C)O1 (configuration not stated)	5%	-9%	10%	-14%	-1	26
Cc1nc(SCC(=O)NCCc2ccc(Cl)cc2)nc(C)c1C	15%	13%	23%	3%	-5	-25
CCOc1ccccc1NC(=O)C(C)CC (configuration not stated)	1%	-3%	16%	-1%	-1	14
O=C(c1cc(Cl)nc2ccccc12)N1CCc2ccccc2C1	-19%	?	-17%	-10%	1	-9
CC(C)N(C)C(=O)CCc1nnc(CCc2c[nH]c3ccccc23)o1	-11%	?	13%	-1%	11	70
Cc1ccnc(SCC(=O)c2cc3ccccc3o2)n1	-9%	8%	0%	-15%	13*	25
CCn1c(N)c(C(=O)NCc2cccnc2)sc1=S	15%	?	4%	-10%	-1	-9
O=S(=O)(Nc1ccc(F)cc1)N1CCOCC1	17%	32%[activator]	8%	2%	34*	4
O=C(NCCc1c[nH]c2ccccc12)C1CCC(Cn2c(=S)[nH]c3ccccc3c2=O)CC1 (configuration not stated)	4.5µM*	?	nt	5%	-1	-11
Cc1[nH]c(=O)c(C#N)cc1-c1ccc2nccn2c1	nt	-2%	3%	-7%&-2%	5	16
CSc1nnc(-c2ccc(S(=O)(=O)N3CCOCC3)cc2)n1C	5%	10%	3%	5%	-2	-3
